Screening results (PubChem)
sdo1 growth: sdo1-depleted yeast growth rescue | S. cerevisiae sdo1-depleted JHY4D growth rescue, OD600 30 h; stronger effect = higher value; pdr5 snq2 efflux-pump mutant strain | z-score at 10 µM | actives 0.21% (n = 140,000) | AID 817;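 active = z-score above 3 at both the 24 hr and the 30 hr optical density reads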;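 note: z-score against mean and SD of all compound wells on the same plate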
INS promoter inh: TRM-6 insulin promoter activity inhibition; TRM-6 cells (human fetal islet line), insulin promoter-eGFP reporter, imaging; reporter expression induced with tamoxifen; inhibition, % at 2 µM; actives 0.9% (n = 130,000); AID 1273;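 active = inhibition above the mean plus 3 SD, with well images judged a real hit on visual review, cut at about 60% in these data, passing the limit was not always enough; inconclusive = inhibition over the cutoff but images rejected on review; inactive = inhibition not above the cutoff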
sdo1 growth Rescue 24 h: recorded beside sdo1 growth, whose call it bears; z-score; S. cerevisiae sdo1-depleted JHY4D growth rescue, OD600; measured here: growth rescue at 24 h;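 0 is the plate mean of compound wells and units are plate SD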
An asterisk follows results filed as active; ? = inconclusive; . = not tested or not shown; [ ] = dose if it differs, or a comment. This is a subset. The share of hits here may be higher or lower than overall.

Order of results: sdo1 growth, sdo1 growth Rescue 24 h, INS promoter inh
> O=C(NNS(=O)(=O)c1ccc2ccccc2c1)NC1CCCCC1
    0.26, 0.24, .
> CC1(C)Cc2c(C#N)c(NCc3ccco3)nc(-c3ccco3)c2CO1
    -0.68, 0.63, -39
> CC(C)Sc1nnc(CNC(=O)C23CC4CC(CC(C4)C2)C3)n1Cc1ccccc1
    -0.3, -1.1, .
> Cc1cccc(-c2nc(CS(=O)CC(=O)N3CCc4ccccc4C3)c(C)o2)c1 (stereo not given)
    0.26, 1.1, .
> Cc1ccc(-c2nnn(CC(=O)N(c3ccccc3F)C(C(=O)NC3CCCC3)c3ccco3)n2)o1 (stereo not given)
    0.92, 2.2, .
> CN(C)C(=O)c1cc(Cl)ccc1Sc1cc(Cl)ccc1Cl
    0.15, 0.51, 12
> COc1ccc(C2=NOC(C(=O)N3CCOCC3)C2)cc1OC (stereo not given)
    5.5, 1.3, -29
> CC1Cc2ccccc2N1C(=O)CO/N=C/c1ccccc1OC(F)F (stereo not given)
    -0.79, -0.94, -9
> CCOC(=O)c1c(N)sc(C(=O)Nc2ccc3c(c2)OCO3)c1C
    -0.05, 0.02, .
> CC(=O)NC(c1ccc([N+](=O)[O-])cc1)c1c(O)ccc2ccccc12 (stereo not given)
    ., ., 11
> O=Cc1sc(N2CCOCC2)nc1-c1ccccc1
    ., ., 18
> COc1ccc(NS(=O)(=O)c2cccc(NC(=O)C34CCC(CC3)C4)c2)cc1
    0.28, -0.17, -3
> c1ccc(-n2c(-c3ccco3)nnc2N2CCOCC2)cc1
    1.5, 1.9, -51
> Fc1ccc(/C=N/Nc2nn[nH]n2)cc1
    ., ., 55
> CCN1CCCC1CNC(=O)c1csc2c1CCCC2 (stereo not given)
    1.1, 1.1, .
> COc1ccc(CC(=O)NC(C)c2nnc(SCC(=O)Nc3ccccc3F)n2C)cc1 (stereo not given)
    ., ., -45
> O=C(CN1CCOCC1)Nc1cccc(Cl)c1Cl
    0.25, 0.45, .
> COc1nccnc1NS(=O)(=O)c1ccc(NC(=S)NC(=O)/C=C/c2ccc(F)cc2)cc1
    -0.61, -0.56, 25
> COc1ccc(CNc2nc3ccccc3n2Cc2ccc(Cl)cc2)cc1OC
    -0.93, -0.22, -7
> FC(F)(F)c1cc(-c2ccccc2)nc(-n2cc(Cl)cn2)n1
    ., ., 20
> CCOC(=O)SC1=N/C(=C\c2ccc(N(C)C)cc2)C(=O)S1
    -0.82, 0.32, -31
> O=C(NCc1ccccc1Cl)C1CCN(S(=O)(=O)N2CCC3(CC2)OCCO3)CC1
    0.7, 0.67, 3
> CC1=Nc2ccccc2/C1=C/c1c(N)n2c(S(=O)(=O)C(C)C)nsc2nc1=O
    ., ., 50
> Nc1cccc(-n2nncc2-c2ccc(Cl)cc2)c1
    2.5, 1.8, .
> CC(C)c1ccc(NC(=O)CNC(=O)Cn2cnc3ccccc3c2=O)cc1
    ., ., -36
> Cc1occc1-c1nnc(SCC(=O)N2CCOCC2)n1CCc1ccccc1
    0.72, 0.43, -75
> CC(=O)Nc1ccccc1Sc1ccccc1
    1.3, 1.1, 4
> O=C(NCCc1ccccc1)/C(=N\O)c1ccccc1
    -0.34, -0.21, .
> C=CCOC(=O)c1cn(CC)c2nc(C)ccc2c1=O
    ., ., -60
> O=c1c2cc(N3CCOCC3)ccc2[nH]c(=S)n1Cc1ccc(Cl)cc1
    -1.9, -1.1, .
> O=C(Cc1ccccc1)N1CCC(O)(c2cccnc2)CC1
    0.98, 1.3, .
> CC(=O)c1ccc(NC(=O)c2cnn3ccccc23)cc1
    0.11, -0.58, .
> CC(=O)c1cccc(NC(=S)NC2CC2)c1
    1.4, 1.7, -4
> COc1ccccc1NC(=O)c1ccc(NC(=O)CSc2ncn[nH]2)cc1
    0.71, 0.1, 43
> N=c1c2c(ncn1Cc1ccco1)Oc1ccc3ccccc3c1C2c1ccccc1 (stereo not given)
    -1.6, -1.2, .
> O=C(COc1ccc(Cl)cc1Cl)Nc1ccc2nc3n(c(=O)c2c1)CCCC3
    -0.83, 0.8, .
> O=C(c1ccccc1[N+](=O)[O-])N1CCN(Cc2ccc3c(c2)OCO3)CC1
    0.26, 0.91, 25
> COc1ccc(CN2CC(C(=O)NCCN3CCN(c4ccccc4F)CC3)CC2=O)cc1 (stereo not given)
    0.61, 0.24, -6
> CCN(CC)c1ccc(/C=N/NC(=O)c2c(Cl)cnn2C)c(O)c1
    0.63, 0.64, 55
> OCCNCCOc1ccc(Cl)c(Cl)c1
    -0.79, -1, 4
> CCC(C(=O)NC1CCCC1)N(C(=O)Cn1nnc(-c2ccc(C)o2)n1)c1cnc2ccccc2c1 (stereo not given)
    -1.3, -0.98, -160
> Cc1ccc(NCc2nc3ccccc3n2C)cc1
    0.85, 0.72, 14
> CCCOC(=O)C1=C(C)NC2=C(C(=O)CCC2)C1c1cc(OC)ccc1OC (stereo not given)
    0.35, -0.32, .
> COc1ccccc1-c1nnc(N(C)C(=O)C2CCCO2)s1 (stereo not given)
    -0.73, -1.2, 23
> CCOc1cc(C(=O)Nc2ccncc2)cc(OCC)c1OCC
    ., ., 21
> CCOc1cc(NC(=S)NCC2CCCO2)c(OCC)cc1NC(=O)c1ccc(OC)cc1 (stereo not given)
    0.11, -0.13, 23
> Clc1ccc2nc(SCc3nnc(-c4ccccc4)o3)[nH]c2c1
    -0.97, -0.88, -27
> CCOc1ccccc1NC(=O)CCNC(=O)c1ccc(Cl)cc1
    ., ., -64
> CCOC(=O)C1=C(CN2CCOCC2)NC(=O)NC1c1cc(C)ccc1C (stereo not given)
    0.24, 0.31, 38
> Cc1nc2ccccc2c2c1C(=O)N(C)C2=O
    0.13, 0.45, 14
> COc1ccccc1N1CCN(C(=O)C2c3ccccc3Oc3ccccc32)CC1
    -1.9, -1.2, .
> Cc1ccc(N)c(C(O)(C(F)(F)F)C(F)(F)F)c1
    0.59, 0.92, .
> COc1cc(CNC2CCCC2)cc(Cl)c1OCc1ccccc1Cl
    -1.4, -0.63, -33
> CCOC(=O)c1nc(-c2ccc(OC)c(OC)c2)cnc1C#N
    -0.36, 0.45, -8
> N#C/C(=C\c1ccc(OCc2ccccc2)cc1)C(N)=O
    ., ., -25
> Cc1ccc(-n2c([O-])nc(-[n+]3ccccc3)c2C=O)cc1
    0.89, 1.6, 20
> CCOC(=O)CCCNC(=O)CCCNC(=O)C(c1ccccc1)c1ccccc1
    0.87[10.9 µM], 0.65, -3
> O=C(c1ccc(Cl)cc1)c1c[nH]c(C(=O)C(Cl)(Cl)Cl)c1
    -2.3, -2.3, 14
> CC1Cc2ccccc2N1CC(=O)Nc1ccc2c(c1)OCO2 (stereo not given)
    -1.1, -1.3, 11
> N#C/C(=C\c1cccnc1)c1nc2c(s1)CCCC2
    ., ., -20

(further entries)
Order of results: sdo1 growth, sdo1 growth Rescue 24 h, INS promoter inh
> O=C(OCCCN=C1NS(=O)(=O)c2ccccc21)c1ccc(F)cc1
    1.3, 1.6, -20
> Cc1ncc([N+](=O)[O-])n1CC(=O)NCc1ccccc1
    0.52, 0.12, 7
> O=C(CCc1ccc(S(=O)(=O)NC2CCCCC2)cc1)NCc1ccc(Cl)cc1
    -0.63, -0.36, -80
> COCC(C)n1c(C)cc(C(=O)CSc2cc(C)c3ccccc3n2)c1C (stereo not given)
    -1.3, -1.1, -85
> Cc1ccc(CN(Cc2ccccc2)C(=S)Nc2ccccc2C)o1
    ., ., -33
> COc1ccc(/C=N\NC(=O)COc2ccccc2Cl)cc1Cn1nc(C)cc1C
    -0.76, 1.2, -11
> CC1=CC(C)(C)NC(=S)N1c1ccc(C)cc1C
    ., ., 0
> Cc1ccc(S(=O)(=O)/N=C/N(C)C)cc1
    0.63, -0.27, 13
> O=C(c1c(Cl)cccc1Cl)N1CCN(c2ccccn2)CC1
    0, 0.73, 18
> OCC1CCCN(Cc2ccc(-c3ccccc3)cc2)C1 (stereo not given)
    -0.18, 0.91, 64
> COc1ccc(-c2[nH]ncc2CNCCc2ncccc2C)cc1F
    ., ., ?
> CN(c1ccccc1)S(=O)(=O)c1ccc(Cl)c(C(=O)Nc2ccc(N3CCOCC3)cc2)c1
    ., ., -57
> CCCCc1nnc(NC(=O)CSc2nc(N)cc(=O)[nH]2)s1
    ., ., 12
> Cc1cc2ccc(C)c(C)c2nc1SCC#N
    -1.2, -1, 7
> CC(=O)c1ccc(OCc2cc(=O)n3ccsc3n2)cc1
    0.53, -0.4, 13
> Cc1ccc(S(=O)(=O)N2CCN(CC(=O)Nc3ccc4c(c3)CCC4)CC2)cc1C
    -2, -1.7, 23
> Cc1ccc(NC(=O)/C=C/c2cccc(C(F)(F)F)c2)cc1
    0.31, 0.86, .
> CCC(NC(=O)OC(C)(C)C)C(=O)Oc1ccc2c3c(c(=O)oc2c1)CCC3 (stereo not given)
    -0.65, -1.2, .
> COc1cc(NC(=O)COC(=O)CNC(=O)c2ccc(C)cc2)c(C)cc1[N+](=O)[O-]
    1.1, 0.76, .
> O=C1OC2(CCCC2)OC(=O)C1=Cc1c[nH]c2ccccc12
    ., ., -152
> COC(=O)[C@H](C)NC(=O)Nc1cc(OC)ccc1OC
    1.6, 1.7, 14
> O=C(CCCn1c(=O)c2sccc2n(CC(=O)NCC2CCCO2)c1=O)NCc1ccco1 (stereo not given)
    ., ., 61
> O=C(OCC(=O)N1CCN(C(=O)c2ccco2)CC1)c1ccccc1Cc1ccccc1
    -0.81, -0.49, .
> N#Cc1nc(COc2ccccc2Cl)oc1N1CCCC1
    ., ., 13
> Cc1cc(C)c2c(n1)nn1c(N3CCN(c4ccccc4)CC3)cc(C)nc21
    -0.3, 0.01, 40
> O=C(Nc1ccc(Cl)cc1Cl)NC1CCCC1
    ., ., 19
> CC(=O)c1ccc(OC(=O)c2cccs2)cc1
    0.05, -0.28, 25
> c1ccc(-c2nc(Sc3ncnc4c3cnn4-c3ccccc3)n[nH]2)cc1
    -2.6, -2.3, 44
> COC(=O)C1=C(CN2CCN(C)CC2)NC(=O)NC1c1cc(C)ccc1C (stereo not given)
    0.09, -0.04, 18
> Cc1ccccc1OCC(=O)Nc1sc2c(c1C#N)CCC2
    -0.91, -1.4, 54
> CN(/N=C/c1ccco1)C1=NS(=O)(=O)c2ccccc21
    ., ., -73
> COc1ccc(OCCn2c(=N)n(CCO)c3ccccc32)cc1
    0.41, 0.94, -58
> COc1ccc2c(CC(=O)OCC(=O)N3CCc4ccccc43)coc2c1
    -0.59, 0.17, .
> CC12CCC(C/C1=N\N=C1\NC(=O)/C(=C\c3cccc(Br)c3)S1)C2(C)C (stereo not given)
    0.42, -0.51, .
> O=C(CNc1ccc2ccccc2c1)N/N=C/c1ccc([N+](=O)[O-])o1
    -0.68, -0.24, -41
> COc1ccccc1NC(=O)C(CCS(C)(=O)=O)N1C(=O)c2ccccc2C1=O (stereo not given)
    0.05, 0.49, .
> COc1ccc(NC(=O)CSCc2ccccc2C)cc1
    -0.38, -1.1, -5
> CCOc1ccc(CCNC(=O)C2=C(C)C(=O)OC23CCCCC3)cc1OCC
    ., ., -67
> CC(Sc1nnc(NCc2ccccc2)s1)C(=O)Nc1ccc2c(c1)C(=O)c1ccccc1C2=O (stereo not given)
    -0.96, 1.2, -100
> Cc1ccc(NC(=O)C2C3CCCC2C3c2ccccc2)c(C)c1 (stereo not given)
    0.2, -0.2, -40
> Cc1ccc(N=C2NC(=O)CC(C(=O)Nc3ccc4c(c3)OCO4)S2)cc1 (stereo not given)
    ., ., 42
> COC(=O)C1=C(C(=O)OC)N2C=CC=CC2(C)C(C(=O)OC)=C1C(=O)OC (stereo not given)
    -0.08, -0.58, -27
> COc1ccnc(CSC(N)=Nc2ccccc2C(F)(F)F)c1
    0.73, 0.95, 46
> O=C(Nc1cc(Cl)ccc1O)C1CCCO1 (stereo not given)
    0.7, 0.32, 62
> CCCCNS(=O)(=O)c1ccc(NC(=O)C2CCCO2)cc1 (stereo not given)
    0.38, -0.76, .
> O=C(CCCCCN1C(=O)CCC1=O)Nc1ccc2c(c1)OCO2
    0.54, -0.04, -475
> Cc1ccc(N=C2NC(=O)/C(=C/c3cn(C)c4ccccc34)S2)cc1C
    0.56, 1.4, .
> COc1ccc(/C=C/C(=O)Nc2ccc(OC)cc2[N+](=O)[O-])cc1
    0.04, 0.74, .
> CNC(=S)N/N=C/c1ccc2c(c1)OCCO2
    0.47, 0.23, 37
> O=C(O)c1cc(Br)ccc1NN=C1CCCCC1
    0.5, 0.28, .
> CCOC(=O)c1csc(NNC=O)n1
    1.7, 1.4, .
> Cc1cc(C)c(OCC(=O)Nc2ccccc2N2CCOCC2)c(C)c1
    -0.96, -0.6, .
